BaF3 parental: reduces parental Ba/F3 cell viability, JAK2V617F counter-screen; CellTiter-Glo ATP luminescence; inhibition, % at 5.6 µM; actives 1.1% (n = 220,000);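 active means inhibition above a per-campaign cutoff, the mean inhibition of all tested compounds plus 3 SD, cut at about 27% in these data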;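 further: 0% = DMSO wells and 100% = JAK Inhibitor I control wells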
RBBP9 inhibitor: human RBBP9 hydrolase inhibition. AID 1515. recombinant RBBP9, FP-Rh probe fluorescence polarization. O75884. inhibition, % at 7.94 µM. actives 0.2% (n = 220,000);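 active means inhibition above the campaign mean of all tested compounds plus 3 SD, cut at about 14% in these data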;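 further: plate controls were DMSO wells with RBBP9 for no effect and wells lacking RBBP9 protein for full effect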
Target sequence (O75884 whole entry, looked up): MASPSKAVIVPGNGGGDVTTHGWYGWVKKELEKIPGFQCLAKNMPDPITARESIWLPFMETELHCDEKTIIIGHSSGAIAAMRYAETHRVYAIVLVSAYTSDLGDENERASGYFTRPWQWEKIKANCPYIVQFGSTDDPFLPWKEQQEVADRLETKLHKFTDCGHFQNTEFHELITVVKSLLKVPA
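Material: RBBP9 protein. Amount: RBBP9 at 2.5 µM in dispensed solution, before mixing. Schedule: 30 min then 45 min, 25 °C. Medium: Tris buffer pH 8.0, NaCl, Pluronic. Measured by: fluorescence polarization. Measure: percent inhibition from mP, scaled between DMSO and no-protein wells. Replication: one well per compound.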
Wee1 stabilizer: blocks degradation of human Wee1 kinase | HeLa Luc-Wee1K328M stability, luciferase luminescence; 100% = proteasome inhibitor MG132 effect | P30291 | reporter increase, % at 5 µM | actives 1.2% (n = 220,000);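 active means activation above the mean of all tested compounds plus 3 SD, set per screening run, cut at about 8.8% in these data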;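 further: cells exposed to compound for 20 h before luminescence read; 0% = DMSO alone and 100% = MG132 at 30 µM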
Target sequence (P30291 whole entry K328M): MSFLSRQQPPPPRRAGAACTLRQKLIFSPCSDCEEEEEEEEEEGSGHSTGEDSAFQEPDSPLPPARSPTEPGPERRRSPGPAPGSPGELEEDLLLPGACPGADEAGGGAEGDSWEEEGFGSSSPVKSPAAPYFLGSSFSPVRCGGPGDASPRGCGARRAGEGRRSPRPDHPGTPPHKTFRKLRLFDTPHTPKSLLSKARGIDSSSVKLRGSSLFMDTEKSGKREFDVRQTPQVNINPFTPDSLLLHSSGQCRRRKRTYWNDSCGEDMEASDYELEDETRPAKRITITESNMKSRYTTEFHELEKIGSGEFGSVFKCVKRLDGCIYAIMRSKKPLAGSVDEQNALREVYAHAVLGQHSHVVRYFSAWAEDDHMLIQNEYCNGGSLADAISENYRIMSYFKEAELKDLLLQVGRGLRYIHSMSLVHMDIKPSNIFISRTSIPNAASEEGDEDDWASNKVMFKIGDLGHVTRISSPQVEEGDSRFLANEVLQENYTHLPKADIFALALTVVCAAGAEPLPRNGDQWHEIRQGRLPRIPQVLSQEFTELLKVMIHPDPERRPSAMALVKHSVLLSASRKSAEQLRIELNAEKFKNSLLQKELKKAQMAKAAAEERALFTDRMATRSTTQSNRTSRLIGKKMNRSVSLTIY
TRPN1 ag: zebrafish TRPN1 (NompC) channel agonism; AID 1424; HEK293 zebrafish TRPN1-YFP, Fluo-8 calcium fluorescence; 100% = response to 87 µM carbachol; actives 0.18% (n = 220,000); activation, % at 3 µM;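 active means activation above its plate's cutoff, the mean activation of test wells on that plate plus 3 SD, cut at about 19% in these data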;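 further: 0% = DMSO alone and 100% = 87 µM carbachol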
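Assay system: Zebrafish TRPN1-YFP in HEK293 cells | Incubation: Dye loading 1 h at 37 °C, then 30 min room temperature | Measured by: Kinetic Fluo-8 fluorescence, ex 470-495, em 515-575 nm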
Ba/F3 V617F tox: lowers viability of Ba/F3 cells expressing EpoR and JAK2V617F. AID 1446. inhibition, % at 5.6 µM. actives 1.1% (n = 220,000). ATP luminescence;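 active means inhibition above the campaign mean plus 3 SD over all tested compounds, cut at about 24% in these data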;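 further: cytokine-independent growth of Ba/F3 cells driven by EpoR plus mutant JAK2; 0% = DMSO-treated cells and 100% = JAK inhibitor I control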
TRPML3 ag: agonists of human TRPML3 channel; HEK293 TRPML3-YFP, Fluo-8 calcium fluorescence; 100% = the carbachol control signal; actives 0.29% (n = 220,000); Q8TDD5; activation, % at 3 µM;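 active means activation above its plate's cutoff, the mean activation of the plate's test wells plus 3 SD, cut at about 12% in these data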;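 further: 0% = DMSO only wells and 100% = carbachol wells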
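Test system: HEK293 cells stably carrying human TRPML3-YFP; Doses: single dose, 3 µM final nominal compound, 0.3% DMSO final; Schedule: dye loading 1 h 37 °C then 30 min ambient, 125 s read; Technique: Fluo-8 calcium fluorescence; Benchmarks: high control carbachol 87 µM, low control DMSO.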
PPC-1+TRAIL kill: PPC-1 cancer cell killing with TRAIL present | PPC-1 cells + TRAIL, ATPLite viability luminescence | cell killing (% activity), % at 4 µM | actives 0.41% (n = 220,000);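 active means cell killing above 50% in the first pass at 4 µM, then a duplicate retest at 5 µM averaging 50% or more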;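 further: plate controls were cells with TRAIL plus DMSO for no effect and medium-only wells lacking cells for full effect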
CHOP inh: CHOP inhibition in unfolded protein response. CHO-K1 CHOP-promoter luciferase, tunicamycin-induced, 15-18 h. inhibition, % at 10 µM. actives 3.8% (n = 220,000);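 active means compounds that reduced the stress-induced luciferase reporter signal by more than about 70% of percent inhibition, limit read from the data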;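 further: 0% = tunicamycin plus vehicle and 100% = wells without tunicamycin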
TNF death inh: inhibitors of TNF-alpha induced necroptosis in Jurkat FADD-/- cells; Jurkat FADD-/- TNF necroptosis rescue, ATP luminescence, 24 h; 0 = TNF only, 100 = no-TNF cells; actives 0.068% (n = 220,000); AID 463075; activation (protection from cell death), % at 10 µM;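 active means activation, meaning protection from cell death, of at least 50% relative to plate controls; inactive means activation below 50%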;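 further: necroptosis triggered by 40 ng/mL TNF-alpha added together with compound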
Active calls of the source: *; · = not tested or not shown; [ ] = dose if it differs, or a comment.

SMILES	BaF3 parental	RBBP9 inhibitor	Wee1 stabilizer	TRPN1 ag	Ba/F3 V617F tox	TRPML3 ag	PPC-1+TRAIL kill	CHOP inh	TNF death inh
CC(C)=CC(=O)Nc1c(C)cc(C)cc1Cl	3	-15	-2	-1.7	3	-0.4	6	18	-0.7
CC(=O)Nc1ccc(S(=O)(=O)N(CCO)Cc2ccccc2)cc1	5	-7	2	-0.4	0	1.4	12	6	0.4
CC(=O)N1C(=O)N(C)C2C1N(C(C)=O)C(=O)N2C (configuration not stated)	-3	-6	-2	0.5	-6	0.0	10	-7	-0.2
O=C(Cn1cnc2c(nnn2Cc2ccccc2)c1=O)N1CCN(c2ccccc2)CC1	2	1	7	-0.7	-6	0.2	4	34	0.7
C#CCOCCOCCOCCNc1nc(N2CCN(C(=O)[C@H](CCCCN)n3cc([C@@H](N)C(C)CC)nn3)CC2)nc(N2CCN(C(=O)[C@H](CCCCN)n3cc([C@@H](N)CO)nn3)CC2)n1 (some centres not stated)	1	-2	3	-1.8	-5	0.6	-1	29	1.2
COc1ccccc1NC(=S)Nc1ccccn1	7	4	0	-0.1	-1	0.5	-18	37	0.1
C=CCNc1ncnc2c1[nH]c1ccccc12	4	-5	3	6.2	6	0.2	11	-5	-2.5
COc1ccccc1N(CN1CCCC1=O)C(=O)c1c(F)cccc1F	0	-5	-2	1.2	-4	0.6	-1	9	-0.1
CCCCC/C(=N\NC(=O)CCC(=O)NCc1ccccc1)c1ccccc1	11	-3	-1	0.9	3	0.4	3	66	-2.1
CCn1c(SCC(=O)Nc2ccc3c(c2)OCCO3)nnc1-c1cccs1	4	10	0	-0.8	2	0.4	17	31	-0.5
Cc1ccn2c(C(=O)NN=C3CCN(C)CC3)c(C)nc2c1	2	2	-2	0.0	0	-0.8	-7	8	1.0
c1ccc(C2CC3CC(c4ccccc4)N2O3)cc1 (configuration not stated)	1	-6	0	-0.8	-4	0.1	·	13	7.3
CCn1c(C)cc(/C=C2\NC(=O)N(Cc3ccccc3)C2=O)c1C	5	-4	3	-0.9	-2	-0.1	-6	53	2.3
O=C(/C=C/c1ccccc1)C1=C(O)C(=O)N(CCO)C1c1ccc2c(c1)OCO2 (configuration not stated)	0	-1	-3	0.0	-2	0.5	-6	-13	1.6
COc1ccccc1NC(=O)Cn1nc(-c2ccc(Cl)cc2)c2ccccc2c1=O	0	-4	0	-2.0	-2	-0.1	32	21	-1.5
CCOC(=O)C(=NC(C)CC)NNc1ccc(Br)cc1 (configuration not stated)	4	-2	0	0.0	2	-0.5	16	34	-2.4
Cc1cc(C)nc(N2CCCC(C(=O)NC(C)CCc3ccco3)C2)n1 (configuration not stated)	3	7	2	-1.3	-7	-2.2	6	-2	0.0
CN(C)c1ccc(C(C#N)c2ccc(Cl)cc2)nn1 (configuration not stated)	4	-6	-2	0.6	3	0.1	-12	37	8.7
Cn1c(=O)c2c(nc(CN3CCc4ccccc4C3)n2CCCO)n(C)c1=O	8	2	-1	1.7	0	-0.8	14	2	-0.3
C(=N\N1CCOCC1)/c1nc(-c2ccccc2)n2ccccc12	1	-3	5	0.1	3	0.8	15	7	-0.7
O=C(CSc1ccc2nnc(-c3cccnc3)n2n1)NCC1CCCO1 (configuration not stated)	3	-4	-3	0.6	-1	0.3	·	-7	0.5
Nc1nc2n(n1)C(=O)CC(c1ccccc1[N+](=O)[O-])N2 (configuration not stated)	6	3	-4	1.2	-1	0.1	16	8	0.6
Cc1nc(Nc2ccc(S(=O)(=O)N3CCCC3)cc2)c2nnn(Cc3ccccc3)c2n1	9	5	-4	-0.2	3	0.2	17	35	3.5
CCOc1ccccc1CN1CCN(C2CCOCC2)CC1CCO (configuration not stated)	4	-12	0	2.1	3	0.8	-10	-13	1.1
Cc1nnc(NCCN2CCOCC2)[nH]c1=O	7	-12	0	1.6	2	1.2	10	28	-0.9
CCOc1ccc(NC(=S)N2CCCN(Cc3cc(C)ccc3C)C2)cc1	3	-8	-1	1.2	-3	1.5	30	-3	-0.8
Cc1ccc(-n2c(C)cc(/C=C(\C#N)C(=O)NCC3CCCO3)c2C)cc1 (configuration not stated)	9	-4	0	-1.2	4	0.6	44	-16	-4.9
COC(=O)C1=C(C)N(CCCC(=O)O)C(=O)NC1c1ccc(-c2ccccc2)cc1 (configuration not stated)	4	-4	6	0.1	1	0.8	13	2	1.1
Cc1ccccc1-c1nc(CS(=O)(=O)CC(=O)N2CCc3ccccc3C2)c(C)o1	4	1	0	-1.5	-3	-0.9	9	32	-2.3
O=C(N/C(=C/c1cccnc1)C(=O)N1CCOCC1)c1ccccc1Br	0	-9	-1	-0.1	-5	1.0	3	5	0.6
Cc1ccc(S(=O)(=O)C(C)C(=O)NCCS(=O)(=O)c2ccc(Cl)cc2)cc1 (configuration not stated)	7	-9	7	0.3	1	-2.2	25	24	0.3
COC(=O)/C(=C/c1ccco1)NC(=O)c1ccco1	2	-1	1	0.2	-4	0.3	7	5	0.4
COC(=O)c1sc(NC(=O)c2cccc([N+](=O)[O-])c2)c(C(N)=O)c1C	6	-1	0	0.1	-2	-0.2	9	28	1.0
O=C(NCc1ccc2c(c1)OCO2)C1CCCN(S(=O)(=O)c2cccs2)C1 (configuration not stated)	7	-3	6	-1.7	-1	0.4	0	13	1.5
Cc1ccc(C(NC(=O)/C=C\c2ccc3c(c2)OCO3)C(=O)Nc2ccc3c(c2)OCO3)cc1 (configuration not stated)	6	-5	1	-0.7	0	0.2	14	14	3.5
O=C(CCS(=O)(=O)c1ccccc1)Nc1ccc(N2CCOCC2)cc1	-2	-4	11*	-0.8	-7	0.1	12	14	0.4
CCOC(=O)c1ccc(S(=O)(=O)N2CCN(CCC#N)CC2)cc1	7	-2	1	0.6	-3	0.4	23	9	2.0
O=C(CSc1nccn1-c1ccc(Cl)cc1)NCc1ccc2c(c1)OCO2	6	-7	-1	-1.1	-2	-1.4	10	6	-2.3
O=P(OC1CCCCC1)(OC1CCCCC1)C(O)c1cccnc1 (configuration not stated)	-5	7	3	0.6	-4	0.1	-5	27	1.3
NNC(=O)c1cc2c(N3CCC(Cc4ccccc4)CC3)ncnc2s1	7	-9	1	5.0	-2	2.9	11	51	-1.3

Ordered by heavy-atom count (ascending): 3 of the compounds above
SMILES	BaF3 parental	RBBP9 inhibitor	Wee1 stabilizer	TRPN1 ag	Ba/F3 V617F tox	TRPML3 ag	PPC-1+TRAIL kill	CHOP inh	TNF death inh
Cc1nnc(NCCN2CCOCC2)[nH]c1=O	7	-12	0	1.6	2	1.2	10	28	-0.9
COC(=O)c1sc(NC(=O)c2cccc([N+](=O)[O-])c2)c(C(N)=O)c1C	6	-1	0	0.1	-2	-0.2	9	28	1.0
O=C(CSc1nccn1-c1ccc(Cl)cc1)NCc1ccc2c(c1)OCO2	6	-7	-1	-1.1	-2	-1.4	10	6	-2.3

Continued:
SMILES	BaF3 parental	RBBP9 inhibitor	Wee1 stabilizer	TRPN1 ag	Ba/F3 V617F tox	TRPML3 ag	PPC-1+TRAIL kill	CHOP inh	TNF death inh
CCCOC(=O)c1ccc(-n2nnnc2SCC(=O)N2CCCCC2)cc1	-3	-4	6	4.6	0	0.8	-1	31	0.8
CC(C)(C)OC(=O)NCCCCCNC(=O)c1[nH]cnc1C(=O)N[C@@H](Cc1ccccc1)C(=O)OCc1ccccc1	-2	-18	-3	2.0	-3	1.6	-6	40	-3.3
Cc1cccc(C(=O)Nc2ccccc2-c2nnn(CC(=O)Nc3ccc4c(c3)OCCO4)n2)c1	2	-8	-1	1.1	-3	0.5	-2	1	-7.2
CSc1nc(C)cc(SCC(=O)Nc2ccccc2)n1	0	-9	1	0.8	1	0.0	-8[5 µM]	6	2.4
CCSc1nnc(NC(=O)c2csc(C)c2)s1	-1	-3	1	-0.2	-4	-0.4	5	50	1.6
Cc1csc2c(N(C)CCO)ncnc12	-1	-4	1	0.4	2	-0.1	12	4	-0.3
CCOC(=O)C(NC(=O)c1cccc(Cl)c1)(Nc1sc2c(c1C(N)=O)CCC2)C(F)(F)F (configuration not stated)	3	-9	-2	-0.2	-3	0.4	15	28	3.2
Cc1cccc(NC(=S)NC2CCN(Cc3ccccc3)CC2)c1C	13	-5	0	2.6	2	0.9	3	1	-10
CSCC(=O)N1CCCC(CO)(Cc2ccccc2C)C1 (configuration not stated)	2	-6	-2	-0.5	-3	0.2	8	2	7.7
O=C(O)c1ccc(/C=N/NC(=S)NCc2ccccc2)cc1	1	-3	1	0.4	-4	0.7	20	4	0.3
C=CCOC(=O)C(C#N)c1nc2ccccc2nc1N1CCCC1 (configuration not stated)	8	-3	-1	-0.9	4	0.5	10	27	-4.3
COc1ccc(-c2onc3ccc(Br)cc23)cc1	5	-5	-1	-0.1	0	0.5	6	7	0.7
COc1cccc(C(=O)N2CCN(Cc3cccc(F)c3)CC2)c1	3	9	-2	0.1	0	0.3	2	41	-1.2
CCOC(=O)c1cccc(NC(=O)CSc2nnc(CNc3ccc(C)cc3)n2CC)c1	5	-3	-3	-1.0	-2	-1.6	2	63	0.1
COc1ccc(N2CCN(CC(O)COc3ccc([N+](=O)[O-])cc3)CC2)cc1 (configuration not stated)	6	-7	-3	0.1	3	1.1	11	69	1.5
Nc1cc(-c2ccc(Br)cc2)[nH]n1	2	-7	2	0.1	1	-0.1	9	11	0.7
COc1ccc(C2CCCN2C(=O)c2cccs2)cc1 (configuration not stated)	-3	-5	-2	-1.3	-1	0.2	-10	29	4.9
COc1ccc(Cc2c(O)nc(SCC(=O)N3CCCCCC3)[nH]c2=O)cc1	2	3	-1	-1.0	-6	-0.1	17	12	-1.0
Cc1ccc(C(=O)NCc2nnc(SCC(=O)Nc3ccccc3)n2C)cc1	2	-2	-2	-0.6	-1	-0.2	27	-14	1.0
COc1ccc(Cl)cc1Nc1nc(N)nc(C(F)(F)F)n1	12	-5	-1	0.0	-1	-1.4	-4	32	-1.4
COC(=O)c1ccc(Oc2ccc(C(F)(F)F)cn2)cc1	1	-8	-1	0.1	3	-0.2	19	28	1.7
CCOC(=O)N1CCN(c2cc(=O)n(-c3ccc(OC)cc3)c(=O)[nH]2)CC1	1	-9	5	0.9	0	0.9	-14	21	0.4
O=C(Cn1nnc(-c2ccncc2)n1)NCCc1ccccc1	2	-3	-1	1.4	0	1.1	5	11	-1.0

Part of the list above, with values under each structure.
Under each structure: BaF3 parental | RBBP9 inhibitor | Wee1 stabilizer | TRPN1 ag | Ba/F3 V617F tox | TRPML3 ag | PPC-1+TRAIL kill | CHOP inh | TNF death inh
> CCOC(=O)N1CCN(c2cc(=O)n(-c3ccc(OC)cc3)c(=O)[nH]2)CC1
  1 | -9 | 5 | 0.9 | 0 | 0.9 | -14 | 21 | 0.4
> O=C(Cn1nnc(-c2ccncc2)n1)NCCc1ccccc1
  2 | -3 | -1 | 1.4 | 0 | 1.1 | 5 | 11 | -1.0
> COC(=O)c1ccc(Oc2ccc(C(F)(F)F)cn2)cc1
  1 | -8 | -1 | 0.1 | 3 | -0.2 | 19 | 28 | 1.7

Compound activity from PubChem.
